# Source: PubChem
# D2 antag = D2 dopamine receptor (human) antagonism; P14416; HEK293 TREx D2 cells, calcium flux, dopamine EC80; inhibition, % at 10 µM; 340,000 tested, 2% active; in the data active = inhibition above about 30%; note: 0% is about no effect
#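 Tetracycline-induced HEK293 TREx cells expressing D2 receptor forced-coupled to calcium signalling, loaded with no-wash calcium dye. Compounds added and calcium flux read 180 s, then dopamine added at EC80 and read a further 180 s.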
# USP1 inh = blocks the human USP1/UAF1 deubiquitinase complex; 390,000 tested, 0.23% active; AID 743255; O94782; recombinant USP1/UAF1, Ub-Rhodamine cleavage fluorescence; Potency, µM (series often up to 57.1 µM), inactives show at the highest dose activity change, negative = inhibition, actives largely listed as inhibitors; note: potency is the fitted concentration of half-maximal effect; % is set by controls: 0 for no effect and ±100 for the full control effect; nearly all actives have a fitted effect of over 60% in size; inactives centre near -12
#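 USP1/UAF1 complex (1 nM) preincubated 15 min at room temperature with compound, then Ub-Rho substrate (150 nM final) added. Kinetic fluorescence at 480/540 nm over 6 reads at 60 s intervals; 50 mM HEPES pH 7.8, 0.5 mM EDTA, 0.1 mg/ml BSA, 1 mM TCEP, 0.01% Tween-20.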
# TRHR PAM = allosteric enhancers of human TRH receptor. TRHR cells, fluo-8 calcium fluorescence, EC20 TRH enhancement. enhancement, % at 2 µM. 360,000 tested, 0.66% active; in the data active = enhancement above about 30%; note: 0% is about no effect
# Target sequence (P34981 whole entry, looked up): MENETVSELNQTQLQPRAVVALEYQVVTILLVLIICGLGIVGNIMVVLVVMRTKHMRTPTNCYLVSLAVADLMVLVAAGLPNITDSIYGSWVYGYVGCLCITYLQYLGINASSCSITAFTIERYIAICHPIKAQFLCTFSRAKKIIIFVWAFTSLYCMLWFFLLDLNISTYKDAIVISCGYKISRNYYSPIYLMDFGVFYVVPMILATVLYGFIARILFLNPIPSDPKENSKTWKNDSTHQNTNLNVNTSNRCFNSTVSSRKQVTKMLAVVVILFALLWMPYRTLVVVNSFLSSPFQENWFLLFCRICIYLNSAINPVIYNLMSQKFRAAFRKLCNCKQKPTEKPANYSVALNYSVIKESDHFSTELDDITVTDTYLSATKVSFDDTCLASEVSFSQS
#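 TRHR-expressing cells loaded with fluo-8 calcium dye were read kinetically (ex 480/em 530) during compound addition, then stimulated with an EC20 of TRH (10 nM final). Enhancement of the Gq-mediated intracellular calcium response was scored.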
# D2 agonist = D2 dopamine receptor (human) agonism. P14416. HEK293 T-REx D2 cells, calcium flux agonist mode. activation, % at 2 µM. 340,000 tested, 0.53% active;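 active = activation over 3 SD above normal in the single-dose calcium agonist read, cut at about 30% in these data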; note: 0% is about no effect
#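 HEK293 Trex D2 cells, tetracycline-induced, o/n 30 C 5% CO2; no-wash Ca dye, RT 30–90 min; 10-cycle baseline, 23 nl cpd added, kinetic Ca read 180 s; agonist hits = positive Ca response.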
# rTrxR1 inhibitor = inhibitors of rat thioredoxin reductase 1. 390,000 tested, 1% active. Potency, µM (top dose mostly 114 µM), for inactives: at the top dose activity change, negative = inhibition, actives largely listed as inhibitors. recombinant rTrxR1, NADPH fluorescence consumption, selenite substrate; note: potency is the fitted concentration of half-maximal effect; % is set by controls: 0 for no effect and ±100 for the full control effect; nearly all actives have a fitted effect of over 65% in size
# Target sequence (O89049 whole entry, looked up): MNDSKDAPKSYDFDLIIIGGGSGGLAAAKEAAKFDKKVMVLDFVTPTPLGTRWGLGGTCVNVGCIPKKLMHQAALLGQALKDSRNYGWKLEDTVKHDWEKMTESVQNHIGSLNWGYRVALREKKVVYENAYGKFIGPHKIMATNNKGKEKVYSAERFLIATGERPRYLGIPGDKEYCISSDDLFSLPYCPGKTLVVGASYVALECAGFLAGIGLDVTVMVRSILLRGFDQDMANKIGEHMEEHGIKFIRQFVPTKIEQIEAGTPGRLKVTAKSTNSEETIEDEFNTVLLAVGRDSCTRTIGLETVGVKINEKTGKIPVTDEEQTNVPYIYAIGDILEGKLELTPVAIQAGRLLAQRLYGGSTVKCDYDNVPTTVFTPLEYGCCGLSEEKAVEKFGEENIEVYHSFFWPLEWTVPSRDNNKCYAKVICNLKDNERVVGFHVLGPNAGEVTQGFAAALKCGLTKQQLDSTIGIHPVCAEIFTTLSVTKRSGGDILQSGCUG
#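 Rat TrxR1 (90 nM in the dispensed reagent) was pre-reduced with 400 uM NADPH for 5 min at room temperature, then incubated with compound for 15 min. After 400 uM selenite was added, NADPH fluorescence (Ex 340/Em 450 nm) was followed for 8 min.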
# TRHR agonist = agonists of human TRH receptor; 360,000 tested, 0.18% active; TRHR cells, calcium flux fluo-8, FDSS agonist mode; P34981; activation, % at 2 µM; in the data active = activation above about 30%; note: 0% is about no effect
#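 Agonist-mode FDSS calcium read (Ex 480/Em 530, 1 s cycles) in 1536-well TRHR cells with fluo-8 dye, after 10-cycle baseline and 23 nL compound addition; TRH at EC20 (10 nM final) added afterwards for the enhancer phase.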
# PI4K2A inh = blocks human PI4K2A kinase activity; Q9BTU6; purified PI4K2A, ADP-Glo luminescence, 1 h; active compounds read low; activity change, negative = inhibition, % at 76.9 µM; 420,000 tested, 0.13% active; AID 1346378; in the data active = activity change below about -50%; inconclusive = mostly about -30% to -49%;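 note: -100% = wells without enzyme as full effect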
#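 PI4K2A activity was measured by ADP-Glo luminescence: enzyme (4 ug/mL stock) and phosphatidylinositol (1.2 mM stock) in Tris pH 7.5/MgCl2/EGTA/Triton X-100 buffer were reacted with ATP (300 microM stock) for one hour at ambient temperature.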
# TrxR1 substrate = rat thioredoxin reductase 1 substrate activity; O89049; purified TrxR1 substrate turnover, NADPH consumption readout; Potency, µM (highest dose often 114 µM), for the others: at the highest dose activity change, negative = substrate turnover; 390,000 tested, 0.01% active; AID 588456; note: potency is the fitted concentration of half-maximal effect; % is set by controls: 0 for no effect and ±100 for the full control effect; nearly all actives have a fitted effect of over 50% in size
#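 Rat TrxR1, dispensed at 90 nM, was prereduced with 400 uM NADPH (final) for 5 min at ~22 deg C, then incubated with compound 15 min before 400 uM selenite. A first-read NADPH fluorescence drop versus no-compound background flagged substrates.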
# IDH1 R132H inh = inhibitors of human mutant IDH1 R132H. AID 602179. Potency, µM (top dose mostly 76.6 µM), for the others: at the highest dose activity change, negative = inhibition, hits mostly inhibitors. IDH1-R132H enzyme, NADPH consumption, diaphorase/resazurin fluorescence. 390,000 tested, 0.093% active; note: potency is the fitted concentration of half-maximal effect; % is set by controls: 0 for no effect and ±100 for the full control effect; nearly all actives have a fitted effect of over 65% in size
#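 IDH1-R132H (0.5 ug/mL dispensed) in pH 7.5 Tris buffer was preincubated 30 min with compound, then given a substrate mix of 0.016 mM NADPH and 2 mM alpha-KG for 80 min at room temperature; remaining NADPH was read by diaphorase/resazurin fluorescence.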
# Active calls of the source: *; ? = inconclusive; · = not tested or not shown; [ ] = dose if it differs, or a comment. Unless noted, calls come from the whole dose curve; as a rule, active = well fitted inhibition curve with a large enough effect; inconclusive = small, poorly fitted or top-dose-only effect; inactive = no such curve, though single readings can be large or run the other way.
SMILES,D2 antag,USP1 inh,TRHR PAM,D2 agonist,rTrxR1 inhibitor,TRHR agonist,PI4K2A inh,TrxR1 substrate,IDH1 R132H inh
O=C(Nc1c(C(=O)N2CCOCC2)cnn1-c1ccccc1)c1ccc([N+](=O)[O-])cc1,-6,-14%,3,0.1,-5%,0.5,0,1%,-5%
CC(C)c1ccc(C2Sc3ccccc3NC3=C2C(=O)c2ccccc23)cc1 (centres undefined),·,4%,-1,1.1,24%,-0.2,-3,-6%,·
CC(C)C[C@@H](CO)N1CCN(CCCc2ccccc2)CCC1=O,35*,?,-2,-0.8,15%,1.2,1,0%,-6%
Cc1ccc(NC(=O)CN(C)C(=O)COC(=O)COc2ccc(C#N)cc2)cc1,-5,0%,-3,-0.8,8%,0.0,-2,-4%,1%
COc1ccccc1NC(=O)C(Cc1ccccc1)NS(=O)(=O)c1ccc2c(c1)c(=O)n(C)c(=O)n2C (centres undefined),·,-7%,14,0.2,-12%,2.2,-4,-8%,4%
C=CCC[C@@H](Cc1ccc(F)cc1)C(=O)OC[C@@H](Cc1c[nH]c2ccccc12)NC(=O)[C@H](CC=C)CC(=O)N[C@H](CO)Cc1ccccc1,·,-6%,·,·,13%,·,-2,0%,4%
Cn1c(=O)c2c(nc(CCc3ccccc3)n2C)n(C)c1=O,·,-7%,·,·,-6%[2.29 µM],·,-5,10%[57.1 µM],-2%
COc1ccccc1N1CCN(CCCNC(=O)c2nnc(Cc3c(F)cccc3Cl)o2)CC1,·,-3%,-2,·,17%,-0.1,3,3%,0%
Cc1cc(C)c(S(=O)(=O)N2CCCCC2CCNC(=O)C(=O)NCc2ccco2)c(C)c1 (centres undefined),6,-13%,-9,-0.2,6%,0.1,1,2%,9%
C=C(C)Cn1c(SCC(=O)N/N=C/c2cccc(O)c2)nc2ccccc2c1=O,4,0%,-5,-1.3,-7%,0.6,-1,-11%,7%
O=C(Cn1nnc(-c2ccccc2F)n1)OCC(=O)c1ccccc1,4,?,-5,-0.7,-9%[57.1 µM],1.0,2,8%[57.1 µM],3%
Cc1cc(C)n(-c2nc3ccccc3nc2N2CCN(S(=O)(=O)c3ccc(F)c(C)c3)CC2)n1,-9,-13%,-9,0.2,5%,-0.2,1,1%,-2%
CCCCN(C)C(=O)c1coc(=O)c2ccccc12,27,-20%,-1,0.2,-3%[57.1 µM],-1.5,3,17%,4%
CC(C)CCOP(=O)(c1ccc(N(C)C)cc1)C(O)c1ccccc1 (centres undefined),9,-7%,-7,0.1,-4%[57.1 µM],-0.2,-1,-4%[57.1 µM],3%
Cc1ccc(-n2nc3c(N4CCC(C(=O)NCCc5ccco5)CC4)nnc(C)c3c2C)cc1,21,-13%,5,0.2,-11%,0.5,-9,7%,-4%
CN(C)S(=O)(=O)c1ccc(Cl)c(NC(=O)CSc2nc3c(cc2C#N)C(=O)CCC3)c1,-4,-23%,-4,-0.4,-6%,-0.1,-6,-8%,5%
Cc1cccc2c1nc(-c1ccccc1)n1cnnc21,-14,-19%,2,7.0,9%,0.1,1,11%,0%
COc1ccc(O)c(C(=O)c2cc(C#N)c(=O)n(Cc3ccccc3)c2)c1,-9,-12%,-6,1.8,12%[57.1 µM],3.1,-1,7%[57.1 µM],9%
CCCn1c(=O)n(N)c2ccccc21,-9,-13%,-8,0.4,2%,0.3,4,-3%,7%
Cc1c(C(=O)c2ccc(Br)cc2)c(=O)n(C)c(=O)n1C,-12,-9%,-2,0.1,6%,0.3,-4,6%,6%
CN(CCc1ccccn1)C(=O)c1ccc(OC2CCN(CCc3ccccc3)CC2)cc1,13,-12%,8,0.5,0%,0.4,0,-4%,13%
COc1ccc(-n2nnc3c(=O)n(CC(=O)NCC4CCCO4)cnc32)cc1 (centres undefined),-17,-1%,28,-1.8,17%[57.1 µM],-0.3,1,2%,-1%
O=C(Nc1cccc(S(=O)(=O)N2CCCC2)c1)c1cc(=O)[nH]c2ccccc12,-6,-20%,1,-1.4,5%,0.1,-6,4%,1%
CCC(=O)c1ccc(OCC(=O)NCCCN2CCOCC2)cc1,·,-4%,·,·,0%[57.1 µM],·,-1,-3%[57.1 µM],-8%
COc1ccc(CC(=O)NCCc2ccc(OC)c(OC)c2)cc1,3,-16%,-6,0.8,-11%,-0.2,-1,-3%,-3%

# Shown tab-delimited: part of the list above.
SMILES	D2 antag	USP1 inh	TRHR PAM	D2 agonist	rTrxR1 inhibitor	TRHR agonist	PI4K2A inh	TrxR1 substrate	IDH1 R132H inh
O=C(Nc1cccc(S(=O)(=O)N2CCCC2)c1)c1cc(=O)[nH]c2ccccc12	-6	-20%	1	-1.4	5%	0.1	-6	4%	1%
CCC(=O)c1ccc(OCC(=O)NCCCN2CCOCC2)cc1	·	-4%	·	·	0%[57.1 µM]	·	-1	-3%[57.1 µM]	-8%

# (next part)
SMILES,D2 antag,USP1 inh,TRHR PAM,D2 agonist,rTrxR1 inhibitor,TRHR agonist,PI4K2A inh,TrxR1 substrate,IDH1 R132H inh
c1c2c(cc3sc(N4CCCCC4)nc13)OCO2,4,-24%,-9,-1.4,5%,-0.5,?,-2%,2%
N#Cc1ccc(Oc2ncccn2)cc1,·,-14%,·,·,13%,·,1,0%,4%
COc1ccc(C2NC(=O)c3ccccc3N2)cc1 (centres undefined),-3,-15%,7,0.5,26%[57.1 µM],0.6,-5,46%[activator][57.1 µM],7%
COc1ccc(-c2nn(-c3ccccc3)cc2C2NC(=O)NC(C)=C2C(=O)OC(C)C)cc1OC (centres undefined),·,-24%,4,0.8,0%,0.4,2,-5%,6%
COc1ccc(C(=S)N2CCCCCC2)cc1,5,-10%,-3,0.8,-14%,-0.6,-6,-2%,4%
COc1ccc(OC)c(NC(=O)c2cn(C)c(=O)c3cc(OC)c(OC)cc23)c1,-7,-16%,0,-1.3,-2%[57.1 µM],-1.2,2,14%[57.1 µM],3%
CCSc1oc(-c2ccco2)nc1S(=O)(=O)c1ccc(Br)cc1,·,?,7,-0.3,-15%,-0.7,-5,8%[2.29 µM],13%
CSc1nnc(-c2cccs2)n1-c1ccccc1,6,-12%,-1,0.2,18%[57.1 µM],-0.6,-1,24%[57.1 µM],4%
Cc1cccc(C)c1NC(=O)CN1N=NC2C(=O)N(c3cccc(Cl)c3)C(=O)C21 (centres undefined),13,-13%,-4,0.5,-23%,0.0,5,-14%,8%
Cc1ccc(N=c2c([N+](=O)[O-])nn(-c3ccc4c(c3)OCCO4)n2O)cc1F,2,-14%,-5,0.1,-18%,-0.1,1,-8%,3%
CCCC(=O)Nc1c(C(=O)OCC)oc2ccccc12,7,5%,7,-1.0,11%[57.1 µM],-1.0,0,12%[57.1 µM],2%

# Part of the list above, with tabs:
mol	D2 antag	USP1 inh	TRHR PAM	D2 agonist	rTrxR1 inhibitor	TRHR agonist	PI4K2A inh	TrxR1 substrate	IDH1 R132H inh
c1c2c(cc3sc(N4CCCCC4)nc13)OCO2	4	-24%	-9	-1.4	5%	-0.5	?	-2%	2%
N#Cc1ccc(Oc2ncccn2)cc1	·	-14%	·	·	13%	·	1	0%	4%
COc1ccc(C2NC(=O)c3ccccc3N2)cc1 (centres undefined)	-3	-15%	7	0.5	26%[57.1 µM]	0.6	-5	46%[activator][57.1 µM]	7%
COc1ccc(-c2nn(-c3ccccc3)cc2C2NC(=O)NC(C)=C2C(=O)OC(C)C)cc1OC (centres undefined)	·	-24%	4	0.8	0%	0.4	2	-5%	6%
COc1ccc(C(=S)N2CCCCCC2)cc1	5	-10%	-3	0.8	-14%	-0.6	-6	-2%	4%
COc1ccc(OC)c(NC(=O)c2cn(C)c(=O)c3cc(OC)c(OC)cc23)c1	-7	-16%	0	-1.3	-2%[57.1 µM]	-1.2	2	14%[57.1 µM]	3%
CCSc1oc(-c2ccco2)nc1S(=O)(=O)c1ccc(Br)cc1	·	?	7	-0.3	-15%	-0.7	-5	8%[2.29 µM]	13%
CSc1nnc(-c2cccs2)n1-c1ccccc1	6	-12%	-1	0.2	18%[57.1 µM]	-0.6	-1	24%[57.1 µM]	4%
Cc1cccc(C)c1NC(=O)CN1N=NC2C(=O)N(c3cccc(Cl)c3)C(=O)C21 (centres undefined)	13	-13%	-4	0.5	-23%	0.0	5	-14%	8%
Cc1ccc(N=c2c([N+](=O)[O-])nn(-c3ccc4c(c3)OCCO4)n2O)cc1F	2	-14%	-5	0.1	-18%	-0.1	1	-8%	3%
CCCC(=O)Nc1c(C(=O)OCC)oc2ccccc12	7	5%	7	-1.0	11%[57.1 µM]	-1.0	0	12%[57.1 µM]	2%
